Bioassay records from PubChem.
OX1R antag-1 = antagonists of human orexin 1 receptor (OX1R). O43613. OX1R-expressing cells, FRET antagonist read-out. inhibition, % at 6.6 µM. 330,000 tested, 1.8% active. AID 485270; in the data active = inhibition mostly above about 38%, no sharp cut-off; inactive = mostly below about 40%;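 note: 0% = agonist challenge alone and 100% = reference antagonist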
Target sequence (O43613 whole entry, looked up): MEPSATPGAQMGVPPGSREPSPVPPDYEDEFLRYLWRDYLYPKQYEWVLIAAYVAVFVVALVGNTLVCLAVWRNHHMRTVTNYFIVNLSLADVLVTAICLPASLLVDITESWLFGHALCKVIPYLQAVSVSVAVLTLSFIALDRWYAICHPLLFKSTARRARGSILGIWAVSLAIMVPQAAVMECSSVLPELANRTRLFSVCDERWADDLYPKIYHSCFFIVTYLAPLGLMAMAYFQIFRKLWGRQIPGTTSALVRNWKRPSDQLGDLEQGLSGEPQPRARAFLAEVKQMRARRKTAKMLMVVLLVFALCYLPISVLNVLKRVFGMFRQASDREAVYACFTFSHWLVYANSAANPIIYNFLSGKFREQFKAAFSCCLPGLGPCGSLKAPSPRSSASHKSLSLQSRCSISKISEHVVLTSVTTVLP
OX1R antag-2 = blocks the human orexin 1 receptor; inhibition, % at 5 µM; 330,000 tested, 0.43% active; O43613; AID 434989; CHO/OX1R cells, Fluo-8 calcium fluorescence, orexin A;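 active = inhibition above its plate's threshold, mean inhibition of all tested compounds on the plate plus 3 SD, cut at about 37% in these data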;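 note: 0% = orexin A challenge wells and 100% = SB-334867-A antagonist wells; not every result past the cut was called active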
* = called active by the depositor.

SMILES | OX1R antag-1 | OX1R antag-2
C/C=C1\COC(C(=O)NCc2ccncc2)(C(F)(F)F)C=C1C=C1CCCCC1 (stereo unspecified) | 14 | -22
Cc1noc(NS(=O)(=O)c2ccc(NC(=O)CSc3nc4ccccc4s3)cc2)c1C | 5 | -1
Cc1ccc(S(=O)(=O)N2CCCCC2)c2nsnc12 | 27 | -24
CC(C)NC(=O)NNC(=O)c1cc(COc2cc(Cl)cc(Cl)c2)on1 | -5 | -21
CCOCCCNC(=O)c1ccc(C2SCC(=O)N2Cc2ccccc2)cc1 (stereo unspecified) | 10 | -30
Cc1ccc(NC(=O)c2ccco2)c(NC(=O)CN2C(=O)c3ccccc3C2=O)c1 | 27 | -34
O=C(O)COc1ccccc1C=NNC(=O)c1ccccc1NS(=O)(=O)c1cccs1 | 6 | 10
NC(=O)c1cc2c3ccccc3ccn2c1-c1ccccc1 | 9 | -19
COc1c(Br)cc2c(C)c(C(=O)O)oc2c1Br | 6 | -3
CCc1ccc(NC(=O)COc2coc(CN3CCc4ccccc4C3)cc2=O)cc1 | 3 | -37
Cc1cccc(N(C(=O)CNC(=O)c2cccs2)C(C(=O)NC2CCCC2)c2ccncc2)c1 (stereo unspecified) | 23 | -21
CC(c1ccco1)N(C(=O)c1ccc(C(F)(F)F)cc1)c1ccccn1 (stereo unspecified) | 20 | -26
COC(=O)c1cc(C(=O)c2cc(Cl)ccc2O)coc1=N | 12 | -19
CC(=O)NNC(=O)c1ccncc1 | -5 | 3
O=C(CC12CC3CC(CC(C3)C1)C2)NCO | 7 | 0
CCOCCCNC(=O)c1cn(CC)c2ccc(S(=O)(=O)N3CCC(C)CC3)cc2c1=O | 13 | -23
CN1CCN(CCC(=O)N/N=C/c2cc([N+](=O)[O-])ccc2OC(F)F)CC1 | 98 | -5
CCN1CCCC1CNC(=O)c1ccc(Sc2ccccc2Cl)c([N+](=O)[O-])c1 (stereo unspecified) | 24 | -20
COc1ccc(CC(=O)NC2=NCCS2)cc1 | 9 | -13
CC(=O)N1CCN(CC(=O)O)CC1 | 3 | -7
COc1cc(/C=N/N=C2/NC(=O)C(c3ccccc3)S2)ccc1O (stereo unspecified) | 13 | -5
COc1cc(C(=O)Nc2cccc(C)n2)ccc1OCC(=O)N1CCOCC1 | 8 | -7
COc1ccc(-c2cc(Nc3ccccc3NC(=O)C(F)(F)F)n(CCC#N)n2)cc1 | 9 | -1
CCNC(=O)NC(=O)COC(=O)CCCSc1nc2ccccc2[nH]1 | 7 | -12
O=C(CSc1nnc(C2COc3ccccc3O2)o1)N1CCCC1 (stereo unspecified) | 9 | -11
CCOc1ccc(CCNC(=O)c2cc3sccc3n2CC)cc1OCC | 64 | -15
CC(=O)c1cnc2c(-c3ccccc3)cnn2c1C | 26 | 1
CCCCCc1c(C)nc(N2CCOCC2)[nH]c1=O | 4 | 2
CCCS(=O)c1nc(C)cc(C)c1S(C)(=O)=O (stereo unspecified) | -45 | -5
CC(C)Cc1nc2sc3c(=O)[nH]cnc3c2c2c1CCC2 | 23 | -19

One compound at a time, from the list above:
CCOc1ccc(CCNC(=O)c2cc3sccc3n2CC)cc1OCC as listed: OX1R antag-1 = 64; OX1R antag-2 = -15
O=C(CSc1nnc(C2COc3ccccc3O2)o1)N1CCCC1 (stereo unspecified) as listed: OX1R antag-1 = 9; OX1R antag-2 = -11
CC(=O)NNC(=O)c1ccncc1 as listed: OX1R antag-1 = -5; OX1R antag-2 = 3

Copied from the list:
OX1R antag-2 with COc1ccc(-c2cc(Nc3ccccc3NC(=O)C(F)(F)F)n(CCC#N)n2)cc1 → -1
OX1R antag-1 with CCCS(=O)c1nc(C)cc(C)c1S(C)(=O)=O (stereo unspecified) → -45
OX1R antag-1 with CC(=O)N1CCN(CC(=O)O)CC1 → 3

Next section
SMILES | OX1R antag-1 | OX1R antag-2
COc1ccc(N2CCN(C(=O)CCc3cc(OC)c(OC)c(OC)c3)CC2)cc1 | 5 | -9
Cc1ccc2nc(SCC(=O)NCc3ccco3)c(C)cc2c1 | 25 | -40
Cn1cccc1Cc1nnc(SCC(=O)NCCc2ccccc2)n1C | 3 | -21
O=C(O)CSc1nc2c(c(=O)[nH]1)CCCC2 | 19 | -7
CCC1CCCCN1Cc1ccc(N)cc1 (stereo unspecified) | 12 | -2
COc1ccccc1OCCNC(=O)Nc1ccc(Br)cc1 | 19 | 0
CCN(C[C@H]1N[C@@](C)(C(=O)OC)[C@H]2C(=O)N(C)C(=O)[C@@H]12)S(=O)(=O)c1ccc(OC(F)(F)F)cc1 | -6 | -29
CCO[C@@H]1OC(C(N)=O)=C[C@H](c2cn(C(C)=O)c3ccccc23)[C@H]1CCCO | 3 | -6
COc1cc(O)oc1C=Nc1ccccc1 | 18 | -21
COC(=O)Cc1c(C)c2c(O)cc(C)cc2oc1=O | 13 | -6
c1ccc(-c2csc3ncnc(N4CCOCC4)c23)cc1 | 32 | -27
Cc1ccc(-n2c(C)n[nH]c2=S)cc1 | 18 | -7
Cc1ccc(C)c(S(=O)(=O)N2CCCC2CNC(=O)C(=O)NCc2ccco2)c1 (stereo unspecified) | 14 | -29
CCCCC#Cc1ccc2c(c1)COc1c3ccccc3nn1-2 | 25 | -16
CCOC(=O)c1c(C)nn(Cc2cccc(Cl)c2)c1N | 7 | 8

Quoted at random: five entries already listed
SMILES | OX1R antag-1 | OX1R antag-2
CCN(C[C@H]1N[C@@](C)(C(=O)OC)[C@H]2C(=O)N(C)C(=O)[C@@H]12)S(=O)(=O)c1ccc(OC(F)(F)F)cc1 | -6 | -29
COc1ccc(N2CCN(C(=O)CCc3cc(OC)c(OC)c(OC)c3)CC2)cc1 | 5 | -9
Cc1ccc(C)c(S(=O)(=O)N2CCCC2CNC(=O)C(=O)NCc2ccco2)c1 (stereo unspecified) | 14 | -29
O=C(O)CSc1nc2c(c(=O)[nH]1)CCCC2 | 19 | -7
c1ccc(-c2csc3ncnc(N4CCOCC4)c23)cc1 | 32 | -27

Carrying on.
SMILES | OX1R antag-1 | OX1R antag-2
Cc1cc(-c2nnc(SCC(=O)Nc3ccc(Cl)cn3)n2N)n[nH]1 | -5 | -4
CC(=O)NNC(=O)c1sc(=S)n2c1[nH]c(=O)c1sccc12 | 6 | 5
Cc1ccc(NC(=O)CSCC(=O)N(C)Cc2ccc(Cl)c(Cl)c2)cc1 | 5 | -4
O=C(O)c1ccc(OC2CSC2)cc1 | 10 | -12
OCC[C@H]1C[C@@H](O)[C@H](O)[C@]2(OCCc3ccccc32)O1 | 23 | -13
COc1ccc(C2C(C(C)=O)=C(O)C(=O)N2c2nccs2)c(OC)c1 (stereo unspecified) | 22 | -2
Cc1ccc(C(=O)C2CCN(CC(=O)NC3CCCCC3)CC2)cc1 | -9 | -35
O=C(OCc1cccc(F)c1)c1ccc2c(c1)-c1ccccc1C2=O | 13 | -31
CCn1ccnc1CN(C)C(=O)c1cc(COc2ccc(OC)c3ccccc23)on1 | 26 | -28
O=C(N/N=C/c1cccs1)c1n[nH]c2c1CCC2 | 23 | -8
CC(NC(=O)c1ccccc1)C(=O)NNC(=O)c1ccccc1Cl (stereo unspecified) | 7 | -4
O=C(Nc1nnc(S(=O)(=O)Nc2ccccc2)s1)c1ccccc1Cl | 17 | 7
O=C(O)CC/C(=N/Nc1ncc(C(F)(F)F)cc1Cl)C(=O)O | 7 | -3
CCCCSc1nc(C)[nH]c1[N+](=O)[O-] | 16 | -24
CC1(C)CC(=O)C2=C(C1)NC(=O)CC2c1ccccc1F (stereo unspecified) | 19 | -14
O=C(NCc1ccccn1)Nc1cc(Cl)ccc1Cl | 24 | -30
O=C(Cn1cc(C(F)(F)F)cc(Cl)c1=O)NC1CCS(=O)(=O)C1 (stereo unspecified) | 4 | 0
CCOC(=O)N1CCN(c2cc(=O)n(-c3ccc(OCC)cc3)c(=O)[nH]2)CC1 | 5 | 8
O=C1/C(=C/c2cccc([N+](=O)[O-])c2)Oc2cc(O)ccc21 | 29* | 14
O=C(Nc1ccc(F)cc1)c1ccc(S(=O)(=O)NCc2cccnc2)cc1 | 19 | -6
CCn1c(C(C)NC(=O)c2cccs2)n[nH]c1=S (stereo unspecified) | 12 | -16
O=C1C=C(Nc2ccc(O)cc2)CC(c2ccco2)C1 (stereo unspecified) | 4 | -9
CC(C)(C)C1COc2ccccc2N1C(=O)c1ccccc1Cl (stereo unspecified) | 10 | -21
C/C(=N\n1c(C)cc(C)c(C#N)c1=O)c1cccs1 | 4 | -18
Cc1ccc(N2CC(C(=O)Nc3ccc(S(=O)(=O)NCC4CCCO4)cc3)CC2=O)cc1 (stereo unspecified) | 23 | -25
Cn1cc(CN(Cc2ccccc2)C[C@@H]2CCC(=O)N2)c(-c2ccccc2F)n1 | 30 | -24
COc1ccc(C(=O)NCC(=O)NCC(=O)OCC(=O)c2ccc(Br)cc2)cc1 | 11 | -17
Cc1cccc(NC(=O)c2nc[nH]c2C(=O)N[C@H](C)c2ccccc2)c1 | 0 | -10
O=S(=O)(c1ccc(NC(=S)Nc2ccc3c(c2)OCO3)cc1)N1CCOCC1 | 13 | -2
COc1ccc(-c2csc(Cc3nnc(N4CCOCC4)n3-c3ccccc3)n2)cc1OC | 0 | -39
Cc1nc(N(C)C)c2sc(=S)n(-c3ccccc3)c2n1 | 15 | -8
CC1(C(=O)N/N=C/c2ccc3c(c2)OCO3)CC1(Br)Br (stereo unspecified) | 18 | -16
COc1cc(Cl)cc(C2NC(=S)NC(c3ccccc3)=C2C(C)=O)c1OCC(=O)O (stereo unspecified) | -1 | -16
O=C(Nc1ccc(S(=O)(=O)N2CCCCC2)cc1)C1CC(=O)N(c2ccc(Cl)cc2)C1 (stereo unspecified) | 11 | 2
CN1C(=S)SC(/[N+]([O-])=C/c2c(F)cccc2Cl)C1(C)C (stereo unspecified) | 2 | -4
COc1ccc(OC)c(NC(=O)COC(=O)c2ccc(-n3cnnn3)cc2)c1 | 12 | -11
Cc1ccc(S(=O)(=O)CCC(=O)Nc2ccccc2C)cc1 | 3 | -17
C[C@@H](NC(=O)c1nc[nH]c1C(=O)NCCCCCNC(=O)OC(C)(C)C)c1ccccc1 | 7 | -12
O=C(N/N=C/c1ccc([N+](=O)[O-])cc1)c1cc2ccccc2o1 | 19 | -5
Cc1ccc(NC(=O)CN(C)S(=O)(=O)c2cccc3cccnc23)cc1 | 16 | -14
COc1ccc(Cn2cnc3c([N+](=O)[O-])c(C)c(C)cc32)cc1 | 10 | -12
COc1ccc(-n2c(SCC(=O)Nc3ccccc3)nc(O)cc2=O)cc1 | 2 | 5
COCCCn1c(C(=O)Nc2ccc3c(c2)OCO3)cc2c(=O)n3ccccc3nc21 | 10 | -12
COc1ccc(/C=C2\SC(=S)N(CC(=O)OCC(=O)Nc3cc(Cl)cc(Cl)c3)C2=O)cc1 | 13 | -13
Cn1c(C(N)=O)cnc1Sc1ncc(C(F)(F)F)cc1Cl | 1 | -20
Cn1c(N2CCCC2)nc2c1c(=O)[nH]c(=O)n2C | 7 | -13
Cc1cccc(/C=N/n2c(-c3ccco3)n[nH]c2=S)c1 | 5 | -7
CCOc1nc(-c2ccc(OC)cc2)ccc1-c1noc(C)n1 | 10 | -23
CN(/C(=N\S(=O)(=O)c1ccccc1)C(F)(F)F)c1ccccc1 | 17 | -12
CN(C)c1ccc(S(=O)(=O)c2ccc(Cl)cc2)cc1 | 4 | -16
CN1CCc2c(n(CC(O)CN(CCO)CCO)c3ccccc23)C1=O (stereo unspecified) | 10 | -4
Cc1ccccc1NS(=O)(=O)c1csc(C(N)=O)c1 | 4 | -11
CC[C@@]1(C(=O)OC)N[C@H](CN(C)C(=O)COC)[C@@H]2C(=O)N(Cc3ccccc3)C(=O)[C@@H]21 | -2 | -7
CC1Nc2ncnc(N3CCN(c4ccccc4)CC3)c2N(Cc2ccccc2)C1=O (stereo unspecified) | 1 | -15
CCOc1ccc(N(CC(=O)NCCc2ccccc2)C(=O)c2csnn2)cc1 | 4 | -29
Nc1ccc2c3c(cccc13)CC2 | 13 | 71*
O=C(NCc1ccccc1)C(c1cccs1)N(Cc1cccs1)C(=O)c1cnccn1 (stereo unspecified) | 29 | -12
Cc1ccc(NS(=O)(=O)c2c(C)[nH]c(C)c2C(=O)N2CCCC2)cc1Cl | 15 | -15
O=C(Nc1ccc2c(c1)OCCO2)c1cc2sccc2n1Cc1ccccc1 | 37 | -8
CCOC(=O)c1c(S(=O)(=O)NCC(=O)Nc2ccc(OC)cc2)c(C)n(C)c1C | 6 | -4

More entries:
SMILES | OX1R antag-1 | OX1R antag-2
CCC1=[N+]([O-])C(C)(/C(C)=N\O)N(O)C1(C)C (stereo unspecified) | 6 | -3
COc1cccc(-c2csc(N3CCN(C(=S)Nc4ccccc4Cl)CC3)n2)c1 | 8 | -6
C#CCNC(=O)C1=C[C@@H](c2ccc3c(c2)OCO3)[C@H](CCCO)[C@@H](OCC)O1 | 5 | -5
O=C(c1ccc2nc(Cc3ccccc3F)oc2c1)N1CCCC1 | 15 | -19
C/C(CC(C)C)=N\Oc1nc(C)cc(C)n1 | -1 | -4
CCn1c(SCC(=O)Nc2ccc3[nH]c(=O)[nH]c3c2)nc2ccccc21 | 5 | 11

No enrichment for hits; overall some 2% were active at least once.
